Source: PubChem
NS5 inhibitors = Dengue-2 NS5 methyltransferase inhibitors, primary screen, biochemical, confirmation dose response (AID 588689). Genome polyprotein (Dengue virus type 2 (strain 16681-PDK53)). Dengue-2 NS5 methyltransferase capping enzyme assay, biochemical; higher % means a stronger effect. one-dose inhibition, % at 25 µM; IC50 in µM for titrated hits. 340,000 compounds, 0.3% hits; in the data active = a potency from the dose series; inconclusive = inhibition above about 29% without an active follow-up result
Myeloid diff 2 = induction of myeloid progenitor differentiation, primary screen, cell-based, flow cytometry, MLPCN library. 360,000 compounds, 1% hits. calls only at 10 µM. AID 624256, 2012. ER-HoxA9 myeloid progenitors, lysozyme-GFP differentiation;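 active = normalized GFP-positive differentiation at or above the plate's own cutoff, the solvent-only control mean plus 3 SD; inconclusive = no clear call, values can overlap the other calls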;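 note: cells exposed to compound for four days before flow analysis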
AID2073 = inhibitors of Mint1-CaV2.2 protein interaction, biochemical, HTRF (AID 2073); inhibition, % at 20 µM, or IC50 in µM where a hit was titrated; HTRF protein-protein interaction, Mint1-CaV2.2; higher % means a stronger effect; Voltage-dependent N-type calcium channel subunit alpha-1B (Homo sapiens); 290,000 compounds, 0.19% hits; in the data active = inhibition mostly above about 51%, no sharp cut-off; inconclusive = no clear call, values can overlap the other calls; inactive = mostly below about 53%; note: some results filed as inactive read as strong as hits
Hep lipid drop = inhibitors of hepatocyte lipid droplet formation, primary screen, imaging, high-throughput imaging, BODIPY stain; inhibition, % at 6.5 µM; AID 1656, 2009; 240,000 compounds, 0.4% hits; AML12 mouse hepatocytes, oleate lipid droplets;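 active = lipid droplet intensity inhibited by at least 50%, with more than 500 cells counted; inconclusive = wells with under 300 cells, treated as cytotoxic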
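material = mouse AML12 hepatocyte cell line, fixed after treatment | also added = 100 µM oleic acid challenge | doses = compound at 6.5 µM only | schedule = overnight exposure | technique = Image-based BODIPY and DAPI two-channel analysis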
XIAP displacement = XIAP antagonists, biochemical, IAP family, fluorescence polarization (AID 1018) | one-dose displacement, % at 20 µM; IC50 in µM for titrated hits | E3 ubiquitin-protein ligase XIAP (Homo sapiens) | 200,000 compounds, 0.007% hits | XIAP BIR domain, fluorescence polarization peptide displacement; higher % means a stronger effect; in the data active = displacement above about 50%; note: a part of the inactive calls stands beside numbers as strong as those of hits
NOD2 inhibition = NOD2 signaling inhibitors, cell-based, luminescence, uHTS, HEK293 (AID 1566); HEK293 NOD2/NF-kB luciferase reporter, luminescence; higher % means a stronger effect; inhibition, % at 4 µM, or EC50 in µM where a hit was titrated; 290,000 compounds, 0.63% hits; note: many of its hits are not listed in these tables
HIV peptide binding = inhibitors of HIV fusion peptide binding, primary screen, biochemical, uHTS, fluorescence dequenching (AID 1986). cell-free peptide binding, fluorescence dequenching, 30 min; higher % means a stronger effect. inhibition, % at 20 µM, or IC50 in µM where a hit was titrated. 290,000 compounds, 0.3% hits; in the data active = inhibition mostly above about 52%, no sharp cut-off; inactive = mostly below about 76%; note: some results filed as inactive read as strong as hits
LYP inhibition = inhibitors of LYP phosphatase, biochemical, fluorescence intensity, uHTS (AID 1779); inhibition, % at 11.5 µM; hits with a dose series show IC50 in µM; Tyrosine-protein phosphatase non-receptor type 22 (Homo sapiens); recombinant LYP phosphatase, fluorescence intensity; higher % means a stronger effect; 290,000 compounds, 0.054% hits;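 note: plate controls were vehicle with enzyme for no effect and no enzyme for full effect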
SIAH1 antagonists = Siah-1 peptide-binding antagonists, primary screen, biochemical, fluorescence polarization, rhodamine-plectin, uHTS (AID 1817). E3 ubiquitin-protein ligase SIAH1 (Homo sapiens). Siah-1 / rhodamine-plectin peptide fluorescence polarization; higher % means a stronger effect. displacement, % at 20 µM; hits with a dose series show IC50 in µM. 290,000 compounds, 0.02% hits;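 active = displacement of at least 50% at 20 µM, with a fluorescence ratio check between 0.3 and a set limit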;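 note: plate controls were Siah plus tracer with DMSO for no effect and tracer alone without Siah for full effect; strong numbers were not always called active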
Hep lipid drop cells 6.5 µM = further read-out of Hep lipid drop, marked with its call; cell count; measured here: cell count, cytotoxicity flag;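 cells counted across two imaged fields per well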
NS5 inhibitors pilot replicate = recorded beside NS5 inhibitors, whose call it bears; inhibition, %; measured here: pilot screen replicate inhibition
Myeloid diff 2 GFP+ MAC1+ % = further read-out of Myeloid diff 2, marked with its call; GFP+ MAC1+ double positive, %; measured here: differentiation confirmed by MAC1 staining
The depositor's hits bear a star; i = inactive; u = inconclusive; x = no result given. Cut-off read from the data, not from the text of the source, unless noted: active = inhibition above about 50%; inactive = the rest.

SMILES	NS5 inhibitors	Myeloid diff 2	Myeloid diff 2 GFP+ MAC1+ %	AID2073	Hep lipid drop	Hep lipid drop cells 6.5 µM	XIAP displacement	NOD2 inhibition	HIV peptide binding	LYP inhibition	SIAH1 antagonists	others
CCCC(=O)Nc1sc2c(c1C(=O)OCC)CC(C)(C)OC2	-1%	i	0.3	-4%	0	611	-20%	-6%	0.1%	-3%	-2%
CC1CCCN(c2ccc(N)cc2C(N)=O)C1 (configuration not stated)	-10%	i	0.7	-22%	0	705	-5.0%	-37%	-2.3%	-5%	2%
O=c1cnc2ccccc2n1Cc1ccccc1C(F)(F)F	-2%	i	2.0	-1%	-6	795	x	4%	1.1%	-11%	11%
CNc1c(NS(=O)(=O)c2ccc(CC(C)C)cc2)c(=O)oc2ccccc12	-8%	i	0.9	13%	-19	806	x	16%	5.4%	-7%	-4%
CCCCOc1ccccc1C1NC(=O)NC(C)=C1C(=O)OCCOCC (configuration not stated)	0%	i	2.3	-10%	x	x	-5.3%	11%	-4.7%	-5%	3%
COc1ccccc1-c1nnc2sc(-c3ccc(N(C)C)cc3)nn12	4%	u	x	13%	u	x	1.0%	14%	1.6%	-4%	-5%
Cc1cccc(C)c1NC(=O)CSc1nnc(-c2ccoc2C)n1C	0%	i	1.8	-5%	x	x	1.8%	10%	-0.1%	-9%	0%
Cc1nc(N2CCN(C(=O)COc3ccccc3)CC2)c2c(C)c(C)sc2n1	-6%	i	1.0	-23%	-11	806	-14%	7.3µM*	2.5%	-5%	-2%
COc1cc(CNCCCN2CCOCC2)cc(Cl)c1OCC(=O)NC(C)(C)C	7%	i	0.3	0%	x	x	x	4%	-0.4%	-7%	2%
CCCCn1cc(SCC(=O)O)c2ccccc21	1%	i	1.1	4%	5	757	-2.3%	15%	-1.2%	-4%	1%
CCOC(=O)C1C(c2ccc(OC)c(OC)c2)c2c([nH][nH]c2=O)CC1(C)O (configuration not stated)	-5%	i	0.3	4%	4	812	x	4%	-1.5%	-4%	-6%
Cc1cccc(NC(=O)c2cc(NC(=O)C3CCCCC3C(=O)O)ccc2Cl)n1 (configuration not stated)	7%	i	0.7	4%	4	745	-6.8%	-18%	2.3%	-6%	-1%
COc1ccc(NC(=O)c2c(NC(=O)CCC(=O)O)sc3c2CCCCC3)cc1	0%	i	0.7	64%	-8	697	-6.7%	-11%	11%	1%	-3%
CCCOc1ccc(C2=NNC(c3cccs3)=Nc3ccc(OC)cc32)cc1	-7%	i	0.5	7%	52*	806*	-9.1%	8%	-1.8%	7%	1%
O=C(Cc1ccc([N+](=O)[O-])cc1)Nc1ccc(O)cc1C(=O)O	-4%	i	0.4	1%	0	473	-4.4%	6%	0.0%	-11%	1%

Next section; the last 3 above are carried over.
SMILES	NS5 inhibitors	Myeloid diff 2	Myeloid diff 2 GFP+ MAC1+ %	AID2073	Hep lipid drop	Hep lipid drop cells 6.5 µM	XIAP displacement	NOD2 inhibition	HIV peptide binding	LYP inhibition	SIAH1 antagonists	others
COc1ccc(NC(=O)c2c(NC(=O)CCC(=O)O)sc3c2CCCCC3)cc1	0%	i	0.7	64%	-8	697	-6.7%	-11%	11%	1%	-3%
CCCOc1ccc(C2=NNC(c3cccs3)=Nc3ccc(OC)cc32)cc1	-7%	i	0.5	7%	52*	806*	-9.1%	8%	-1.8%	7%	1%
O=C(Cc1ccc([N+](=O)[O-])cc1)Nc1ccc(O)cc1C(=O)O	-4%	i	0.4	1%	0	473	-4.4%	6%	0.0%	-11%	1%
CCCCOc1ccc(Br)cc1/C(C)=N/NC1=NCCN1	-2%	u	x	13%	u	x	0.5%	-16%	0.1%	-6%	0%
CCOC(=O)c1cc(-c2ccccc2)n(CC(=O)Nc2ccc(OCC)cc2)c1C	-1%	i	1.3	12%	-1	618	-9.3%	2%	2.6%	1%	9%
O=C(CSc1nnc(Cc2cccs2)n1C1CCCCC1)N1CCN(C(=O)c2ccco2)CC1	5%	i	0.4	3%	x	x	-1.0%	16%	2.1%	2%	7%
COc1cccc(OC)c1-c1nn2c(-c3cc(-c4ccccc4)n[nH]3)nnc2s1	-3%	i	1.0	49%	x	x	-6.7%	18%	-3.9%	21%	15%
CC1CCCCN1S(=O)(=O)c1ccc(N(C(=O)c2cnccn2)C(C(=O)NC2CCCC2)c2cccs2)cc1 (configuration not stated)	0%	i	1.1	3%	-11	630	-3.2%	7%	1.3%	-3%	6%
Cc1cc(=O)oc2c(C(=O)/C=C\c3cccs3)c(O)ccc12	4%	i	0.2	4%	7	632	-5.6%	-27%	2.8%	-5%	-2%
O=S(=O)(c1ccccc1)N1N=C(c2cccs2)CC1c1ccc(Br)cc1 (configuration not stated)	-9%	i	1.2	17%	x	x	-17%	3%	-0.8%	-1%	-4%
COCCn1c(Cc2ccccc2)nnc1SCc1nc2ccccc2c(=O)[nH]1	-1%	i	0.6	1%	x	x	-6.6%	14%	-0.3%	-8%	2%
CN(C)S(=O)(=O)c1ccc(N2CCOCC2)c(C(=O)O)c1	-3%	i	0.4	2%	-6	753	-7.2%	0%	-0.2%	-3%	0%
CC(C)(C)NC(=O)CC(CC(=O)O)c1ccccc1 (configuration not stated)	-2%	i	2.2	1%	10	564	-13%	12%	-0.5%	1%	2%
O=C(CN1C(=O)NC2NC(=O)NC21)N/N=C/c1ccccc1O (configuration not stated)	-7%	i	0.4	u	1	682	-3.5%	6%	1.4%	-3%	1%
CC1(C)Cc2c(sc(NC(=O)Nc3ccccc3)c2C(N)=O)CO1	1%	i	0.3	-11%	11	784	x	-66%	4.0%	-8%	4%	NS5 inhibitors pilot replicate=-1.8
C[C@H](NC(=O)C1CC(=O)N(c2ccc3c(c2)OCO3)C1)C(=O)NC1CCCC1 (some centres not stated)	-17%	i	0.9	-6%	-1	738	x	2%	0.8%	-12%	6%
CC(C)CN(CCCNC(=O)CC1Oc2ccccc2NC1=O)CC(C)C (configuration not stated)	2%	i	7.2	34%	21	591	-1.5%	6%	1.4%	-7%	11%
Cc1nn2c(Nc3ccccc3)c3c(nc2c1-c1ccccc1)CCC3	-1%	i	0.2	6%	-3	631	1.0%	18%	0.2%	0%	-3%
COc1ccc(S(=O)(=O)NCC2CC3C=CC2C3)cc1OC (configuration not stated)	4%	i	0.6	0%	-4	842	x	0%	0.7%	-9%	11%
CCOc1ccc(CC(=O)NNC(=O)/C=C/C(=O)O)cc1	-10%	i	0.1	-1%	-9	727	x	12%	-2.5%	-5%	0%
COc1ccc(C(=O)N(c2ccc(OC)cc2)S(=O)(=O)c2cccs2)cc1	4%	i	0.5	13%	-5	581	-2.8%	17%	1.5%	-1%	6%
CC(C)[C@H]1C(=O)Nc2ccccc2N1C(=O)N[C@@H](Cc1ccccc1)C(=O)N[C@H](C(=O)O)c1ccccc1	-4%	i	2.0	1%	x	x	x	13%	0.1%	-7%	-3%
COc1ccc(C(c2sc3nc(C)nn3c2O)N2CCC3(CC2)OCCO3)cc1 (configuration not stated)	3%	i	1.3	2%	x	x	-15%	10%	-2.5%	-4%	3%
O=C(c1ccc(-c2ccccc2)cc1)c1ccccc1C(=O)N1CCOCC1	-9%	i	1.5	4%	0	790	-0.3%	-5%	-2.3%	-2%	-4%
Cc1onc(-c2ccccc2Cl)c1C(=O)NCCCc1ccccc1	2%	i	8.6	2%	-25	608	x	4%	-1.4%	-7%	-4%
COc1cccc(-n2nnnc2SCC(=O)c2cc(OC)ccc2OC)c1	x	x	x	12%	x	x	-7.9%	13%	4.1%	-3%	-1%
CC(O)c1cccc(N=Cc2ccc3ccccc3c2O)c1 (configuration not stated)	14%	i	0.3	-12%	3	839	x	4%	-0.7%	-7%	0%
COc1ccc(OC)c2c1cc(C(=O)N[C@@H](Cc1ccccc1)C(=O)O)n2C	-5%	i	0.6	18%	-3	781	x	9%	3.2%	-10%	5%
C=CCn1c(SCC(=O)OCC)nc(C(F)(F)F)cc1=O	-5%	i	0.1	-1%	-20	724	-3.0%	6%	1.1%	-6%	4%
O=C(NCc1ccc2c(c1)OCO2)c1n[nH]c(=O)c2ccccc12	6%	i	0.7	-4%	6	693	-5.2%	6%	1.3%	-8%	3%
COc1ccc(NC(=O)CNc2ccc(C#N)cc2)cc1	-6%	i	0.5	4%	11	673	-2.7%	9%	-0.5%	-3%	24%
CCOc1cc(/C=N/Nc2nc(-c3cccc(S(=O)(=O)N4CCCC4)c3)cs2)ccc1O	-3%	i	0.3	14%	-20	604	-2.3%	18%	7.0%	-5%	-2%
O=C(CC(c1ccccc1)c1cc(Cl)ccc1O)NCCN1CCOCC1 (configuration not stated)	8%	i	0.6	7%	1	592	x	8%	-1.5%	-8%	29%
Cc1ccc2nc3c(cc(C(=O)NCC4CCCO4)c(=N)n3CCCOC(C)C)c(=O)n2c1 (configuration not stated)	8%	i	5.4	23%	x	x	0.3%	0%	2.0%	-35%	-3%
CC(=C/c1ccccc1)/C=N/n1c(-c2ccco2)n[nH]c1=S	-2%	i	0.4	-43%	x	x	-1.8%	24%	10%	4%	3%	NS5 inhibitors pilot replicate=2.7
O=C(Nc1ccc(F)c(Cl)c1)c1ccc2c(c1)OCO2	2%	i	0.5	9%	-2	819	x	-69%	0.0%	-5%	-2%
CCc1nc(N2CCC3(CC2)OCCO3)c2nnn(Cc3ccccc3)c2n1	0%	i	0.3	12%	4	671	0.4%	23%	-0.3%	6%	1%
c1ccc(-c2ccc(C3=Nn4c(nnc4-c4cccs4)SC3)cc2)cc1	x	i	0.1	14%	10	712	x	9%	2.2%	0%	18%

For reference, part of the list above:
SMILES	NS5 inhibitors	Myeloid diff 2	Myeloid diff 2 GFP+ MAC1+ %	AID2073	Hep lipid drop	Hep lipid drop cells 6.5 µM	XIAP displacement	NOD2 inhibition	HIV peptide binding	LYP inhibition	SIAH1 antagonists	others
CC(=C/c1ccccc1)/C=N/n1c(-c2ccco2)n[nH]c1=S	-2%	i	0.4	-43%	x	x	-1.8%	24%	10%	4%	3%	NS5 inhibitors pilot replicate=2.7
O=C(Nc1ccc(F)c(Cl)c1)c1ccc2c(c1)OCO2	2%	i	0.5	9%	-2	819	x	-69%	0.0%	-5%	-2%
CCc1nc(N2CCC3(CC2)OCCO3)c2nnn(Cc3ccccc3)c2n1	0%	i	0.3	12%	4	671	0.4%	23%	-0.3%	6%	1%
c1ccc(-c2ccc(C3=Nn4c(nnc4-c4cccs4)SC3)cc2)cc1	x	i	0.1	14%	10	712	x	9%	2.2%	0%	18%

This is a subset; count on the stated rates, not on these rows.
